High-throughput results deposited in PubChem BioAssay by several laboratories.
CHOP inh – blocks CHOP induction under ER stress | CHO-K1 CHOP-promoter luciferase, tunicamycin-induced, 15-18 h | 3.8% of 220,000 active | inhibition, % at 10 µM;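 active = compounds that reduced the stress-induced luciferase reporter signal by more than about 70% of percent inhibition, limit read from the data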;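 note: 0% = tunicamycin plus vehicle and 100% = wells without tunicamycin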
PPC-1+TRAIL kill – compounds killing PPC-1 cancer cells with TRAIL present (potentiator screen, no TRAIL-free arm) | PPC-1 cells + TRAIL, ATPLite viability luminescence | AID 1443 | cell killing (% activity), % at 4 µM | 0.41% of 220,000 active;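 active = cell killing above 50% in the first pass at 4 µM, then a duplicate retest at 5 µM averaging 50% or more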;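 note: plate controls were cells with TRAIL plus DMSO for no effect and medium-only wells lacking cells for full effect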
RBBP9 inh – human RBBP9 hydrolase inhibition; O75884; recombinant RBBP9, FP-Rh probe fluorescence polarization; inhibition, % at 7.94 µM; 0.2% of 220,000 active;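 active = inhibition above the campaign mean of all tested compounds plus 3 SD, cut at about 14% in these data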;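 note: plate controls were DMSO wells with RBBP9 for no effect and wells lacking RBBP9 protein for full effect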
Target sequence (O75884 whole entry, looked up): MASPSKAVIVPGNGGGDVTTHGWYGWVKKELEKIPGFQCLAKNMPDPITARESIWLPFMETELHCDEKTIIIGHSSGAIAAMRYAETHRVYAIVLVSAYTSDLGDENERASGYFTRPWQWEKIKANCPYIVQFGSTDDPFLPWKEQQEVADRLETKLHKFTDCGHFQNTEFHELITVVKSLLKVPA
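Assay system: recombinant human RBBP9; Reagent: Serine-hydrolase probe FP-Rh, 375 nM pre-mixing; Doses: 7.94 µM single dose, 0.794% DMSO; Incubation: 30 min then 45 min, 25 °C; Detection: fluorescence polarization (mP), excitation 525 nm, emission 598 nm; Evaluation: percent inhibition from mP, scaled between DMSO and no-protein wells.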
Wee1 degr inh – blocks degradation of human Wee1 kinase; P30291; HeLa Luc-Wee1K328M stability, luciferase luminescence; 100% = proteasome inhibitor MG132 effect; reporter increase, % at 5 µM; 1.2% of 220,000 active;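 active = activation above the mean of all tested compounds plus 3 SD, set per screening run, cut at about 8.8% in these data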;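 note: cells exposed to compound for 20 h before luminescence read; 0% = DMSO alone and 100% = MG132 at 30 µM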
Target sequence (P30291 whole entry K328M): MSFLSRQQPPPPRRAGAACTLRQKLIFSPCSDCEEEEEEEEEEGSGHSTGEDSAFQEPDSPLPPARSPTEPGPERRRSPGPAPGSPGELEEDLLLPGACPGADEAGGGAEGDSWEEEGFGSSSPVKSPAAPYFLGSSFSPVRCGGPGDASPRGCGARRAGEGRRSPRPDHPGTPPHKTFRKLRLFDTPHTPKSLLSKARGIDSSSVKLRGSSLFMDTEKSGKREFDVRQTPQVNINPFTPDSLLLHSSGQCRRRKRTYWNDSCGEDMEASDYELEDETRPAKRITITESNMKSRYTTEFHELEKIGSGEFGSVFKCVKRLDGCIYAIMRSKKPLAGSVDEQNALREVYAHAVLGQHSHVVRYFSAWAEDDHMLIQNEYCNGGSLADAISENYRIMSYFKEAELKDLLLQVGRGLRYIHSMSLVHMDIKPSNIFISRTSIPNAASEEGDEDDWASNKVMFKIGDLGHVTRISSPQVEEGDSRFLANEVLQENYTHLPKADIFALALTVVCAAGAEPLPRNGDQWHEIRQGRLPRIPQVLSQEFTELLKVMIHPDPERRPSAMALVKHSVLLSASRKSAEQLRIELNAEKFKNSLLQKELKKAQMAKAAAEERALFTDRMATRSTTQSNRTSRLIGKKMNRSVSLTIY
Ba/F3 V617F tox – reduce viability of Ba/F3 cells dependent on JAK2V617F. inhibition, % at 5.6 µM. Ba/F3 EpoR-JAK2V617F viability, ATP luminescence. 1.1% of 220,000 active;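 active = inhibition above the campaign mean plus 3 SD over all tested compounds, cut at about 24% in these data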;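 note: cytokine-independent growth of Ba/F3 cells driven by EpoR plus mutant JAK2; 0% = DMSO-treated cells and 100% = JAK inhibitor I control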
zfTRPN1 agonist – zebrafish TRPN1 (NompC) channel agonism | HEK293 zebrafish TRPN1-YFP, Fluo-8 calcium fluorescence; 100% = response to 87 µM carbachol | activation, % at 3 µM | 0.18% of 220,000 active | AID 1424;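 active = activation above its plate's cutoff, the mean activation of test wells on that plate plus 3 SD, cut at about 19% in these data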;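 note: 0% = DMSO alone and 100% = 87 µM carbachol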
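Control set: carbachol 87 µM as high control, DMSO as low control; system: HEK293 stable line with zebrafish TRPN1-YFP; read-out: % activation versus carbachol response; detection: intracellular calcium fluorescence with Fluo-8; doses: single test compound dose, 3 µM nominal, 0.3% DMSO; schedule: dye 1 h 37 °C plus 30 min RT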
TNF necrop inh – inhibitors of TNF-alpha induced necroptosis in Jurkat FADD-/- cells; Jurkat FADD-/- TNF necroptosis rescue, ATP luminescence, 24 h; 0 = TNF only, 100 = no-TNF cells; activation (protection from cell death), % at 10 µM; 0.068% of 220,000 active; AID 463075;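 active = activation, meaning protection from cell death, of at least 50% relative to plate controls; inactive = activation below 50%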;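 note: necroptosis triggered by 40 ng/mL TNF-alpha added together with compound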
TRPML3 agonist – human mucolipin-3 channel agonism; Q8TDD5; activation, % at 3 µM; 0.29% of 220,000 active; HEK293 TRPML3-YFP, Fluo-8 calcium fluorescence; 100% = the carbachol control signal;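 active = activation above its plate's cutoff, the mean activation of the plate's test wells plus 3 SD, cut at about 12% in these data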;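 note: 0% = DMSO only wells and 100% = carbachol wells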
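system = HEK293 cells stably carrying human TRPML3-YFP | doses = one concentration, 3 µM nominal, 0.3% DMSO | timing = dye loading 1 h 37 °C then 30 min ambient, 125 s read | detection = Fluo-8 calcium dye fluorescence, ex 470-495, em 515-575 nm | benchmarks = high control carbachol 87 µM, low control DMSO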
BaF3 tox – reduces parental Ba/F3 cell viability, JAK2V617F counter-screen; CellTiter-Glo ATP luminescence; inhibition, % at 5.6 µM; 1.1% of 220,000 active; AID 1486;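 active = inhibition above a per-campaign cutoff, the mean inhibition of all tested compounds plus 3 SD, cut at about 27% in these data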;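 note: 0% = DMSO wells and 100% = JAK Inhibitor I control wells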
* marks the source's active call; other numbers are inactive results; . = not tested or not shown; [ ] = remark or other dose. Compounds were not picked by outcome. About 6.8% of those tested had a hit in this group.

SMILES	CHOP inh	PPC-1+TRAIL kill	RBBP9 inh	Wee1 degr inh	Ba/F3 V617F tox	zfTRPN1 agonist	TNF necrop inh	TRPML3 agonist	BaF3 tox
CC1(C)CC2(CC(c3ccccc3)c3ccc(O)cc3O2)NC(=S)N1 (stereo not given)	17.2	-13.0	-3.3	4.8	-4.8	0.7	-1.0	0.3	0.1
CCN(CC1COc2ccccc2O1)S(=O)(=O)c1ccc(C)cc1 (stereo not given)	63.6	10.9	2.4	-0.6	-1.9	-2.9	2.7	0.2	3.4
NC(=O)C(C(=O)/C=C/c1ccc(Cl)cc1)=C1SCCS1	-107.2	8.9	-3.0	-2.5	13.7	0.6	13.3	0.8	-4.7
CN(Cc1ccccc1)c1ncnc(N)c1[N+](=O)[O-]	40.6	-6.3	-8.2	0.3	3.2	-1.3	0.3	0.2	-2.9
NNC(=O)c1ccc(NS(=O)(=O)c2ccc(Br)cc2)cc1	-1.4	12.3	-12.1	0.3	2.7	0.1	-1.0	0.3	5.3
COc1ccc(C(=O)Oc2cc(C)[nH]c(=O)c2[N+](=O)[O-])cc1	11.5	4.0	-2.8	-0.1	-6.5	0.9	0.6	0.6	6.5
Cn1ncc(Cl)c1C(=O)NC1C2CC3CC(C2)CC1C3 (stereo not given)	14.7	11.4	-0.8	1.7	8.6	-1.8	-3.5	-0.5	7.1
COc1cc(NC(=S)N2CCC(C(N)=O)CC2)cc(OC)c1	36.5	17.9	-1.4	0.1	-0.3	-0.7	2.0	0.7	5.4
CC1(C)Cc2ccccc2C(C(Cc2ccccc2)C(N)=O)=N1 (stereo not given)	-8.8	12.8	-4.9	-2.0	0.2	-0.6	-0.3	0.4	5.3
CCC(=O)N1CCN(c2ccc(Cl)cc2NC(=O)c2ccc3c(c2)OCCO3)CC1	25.2	36.7	-10.4	-2.2	5.8	3.5	-3.0	0.9	8.8
C=CCNC(=S)Nc1cc(C)ccn1	-8.5	6.0	-8.5	-0.5	0.6	-1.7	-0.7	-0.2	4.7
CCN(CC)CCCNC(=S)N(Cc1ccco1)Cc1cc2cc3c(cc2[nH]c1=O)OCCO3	6.0	9.7	-5.6	0.0	-1.6	0.6	0.9	0.0	3.9
Cc1occc1-c1nnc(SCC(=O)Nc2nc(C(C)(C)C)cs2)o1	103.2*	13.8	-3.2	-2.8	0.4	4.6	-6.9	3.6	9.0
C/C=C/c1ccc(OCCCCn2cncn2)c(OC)c1	-1.6	12.9	-12.0	5.2	0.4	-1.4	-1.2	0.3	8.7
COc1ccc2c(c1)-c1ccccc1S(=O)(=O)N2C(C)=O	29.0	16.9	-10.0	1.3	0.9	-0.1	-3.0	0.8	7.9
CCN1CCN(Cc2ccc(NC(=O)Nc3ccccc3OC)cc2)CC1	-36.1	22.4	-2.4	-0.5	2.4	-0.4	4.3	0.7	1.9
COc1cccc(NC(=O)C2CCN(Cc3cnn(-c4ccccc4)c3-n3cccc3)CC2)c1	55.8	11.0	1.3	3.1	-1.7	-1.5	-1.2	0.5	9.2
Cc1cccc(C)c1-n1c(SCC(=O)NCc2ccco2)nc2ccccc2c1=O	20.2	-7.6	-4.5	-2.6	-0.4	0.0	-0.9	-0.5	6.3
COC(=O)c1nc2n(n1)C(c1ccc([N+](=O)[O-])cc1)C(C(=O)Nc1ccc(Cl)cc1)=C(C)N2 (stereo not given)	40.1	13.8	-4.1	1.5	-6.3	2.8	1.5	1.5	0.0
CC(C)OP(=O)(OC(C)C)C(NC(=O)c1ccccc1Br)C(N)=O (stereo not given)	4.1	-4.0	-4.8	-1.2	2.3	0.0	-0.5	-0.4	-1.5
C=CCNC(=O)CCCOc1cccc(C)c1	11.2	-8.3	-6.4	-1.4	0.4	-0.1	0.0	2.9	4.8
COc1ccc(Nc2nc(C(C)(C)C)nc3c2nnn3Cc2ccccc2Cl)cc1OC	.	.	-8.9	0.8	3.9	-0.8	-1.4	-0.2	6.8
COC(=O)Oc1ccc(/C=N/NC(=O)CSCc2ccc(Cl)cc2)cc1OC	78.3*	-7.8	-8.8	3.6	-0.1	-0.3	-0.3	0.4	1.9
CCN(C(=O)COC(=O)c1ccc2c(=O)n3c(nc2c1)CCC3)C1CCS(=O)(=O)C1 (stereo not given)	-2.3	-5.1	-8.1	-1.7	2.0	0.9	0.1	2.1	2.7
COc1ccccc1-n1c(SCC(N)=O)nc2c(c1=O)SCC2	-46.0	-8.6	-7.9	2.3	-1.7	1.6	1.7	1.4	3.3
Cc1cc(C)cc(N(C(=O)c2cc3ccccc3oc2=O)C2C=CS(=O)(=O)C2)c1 (stereo not given)	22.9	0.3	-7.3	1.3	3.3	0.7	6.8	0.1	2.9
O=C(O)c1ccccc1C(=O)OCCCCOC(=O)c1ccccc1C(=O)O	3.0	17.8	-4.9	-1.6	0.2	-0.8	0.7	0.4	0.8
CCCN(C(=O)Cc1nc(N)n[nH]1)C1(C(=O)Nc2c(C)cccc2C)CCCCC1	-9.3	7.8	-7.3	-1.0	3.2	2.5	0.4	0.3	3.0
CC(C)S(=O)(=O)c1nsc2nc(=O)c(/C=C3\C=Nc4ccccc43)c(N)n12	4.7	4.0	-7.6	3.2	-0.2	-0.1	0.5	0.8	0.6
CCC(=NC1CC(C)(C)NC(C)(C)C1)C1=C(O)CC(C)(C)CC1=O	-1.1	4.8	-12.5	-1.9	-0.6	0.1	0.6	1.3	2.8
CC(C)(C)NC(=O)NC(=O)COC(=O)Cc1coc2ccc3ccccc3c12	3.3	9.1	-11.7	1.0	3.5	-0.3	2.9	-0.2	6.3
O=C(Nc1ccccc1)c1snc2c(=O)[nH]cnc12	-8.9	16.4	-5.1	3.6	1.5	0.5	-0.1	1.3	4.4
C/C(=N\NC(=O)c1nn(C)cc1Br)c1cccc(NC(=O)C(C)(C)C)c1	53.8	-0.3	-5.8	-1.8	-4.8	-0.1	1.3	0.8	0.1
N=C1C(=O)OCC1c1ccccc1NC(=O)Nc1ccccc1 (stereo not given)	8.0	7.9	-1.6	5.3	0.4	-0.9	0.2	0.7	12.4
Cc1ccc(-c2cc(C(=O)NCc3cccs3)no2)cc1	6.5	15.4[5 µM]	-5.1	0.9	7.9	-0.5	-1.6	0.9	5.2
CCCCn1cnc2c(cnn2-c2ccc(Cl)cc2)c1=O	40.0	35.6	10.2	-1.7	-3.4	-0.7	-1.3	0.0	0.2

Rewritten comma-delimited: part of the list above
Structure,CHOP inh,PPC-1+TRAIL kill,RBBP9 inh,Wee1 degr inh,Ba/F3 V617F tox,zfTRPN1 agonist,TNF necrop inh,TRPML3 agonist,BaF3 tox
COc1ccccc1-n1c(SCC(N)=O)nc2c(c1=O)SCC2,-46.0,-8.6,-7.9,2.3,-1.7,1.6,1.7,1.4,3.3
Cc1cc(C)cc(N(C(=O)c2cc3ccccc3oc2=O)C2C=CS(=O)(=O)C2)c1 (stereo not given),22.9,0.3,-7.3,1.3,3.3,0.7,6.8,0.1,2.9
O=C(O)c1ccccc1C(=O)OCCCCOC(=O)c1ccccc1C(=O)O,3.0,17.8,-4.9,-1.6,0.2,-0.8,0.7,0.4,0.8
CCCN(C(=O)Cc1nc(N)n[nH]1)C1(C(=O)Nc2c(C)cccc2C)CCCCC1,-9.3,7.8,-7.3,-1.0,3.2,2.5,0.4,0.3,3.0
CC(C)S(=O)(=O)c1nsc2nc(=O)c(/C=C3\C=Nc4ccccc43)c(N)n12,4.7,4.0,-7.6,3.2,-0.2,-0.1,0.5,0.8,0.6
CCC(=NC1CC(C)(C)NC(C)(C)C1)C1=C(O)CC(C)(C)CC1=O,-1.1,4.8,-12.5,-1.9,-0.6,0.1,0.6,1.3,2.8
CC(C)(C)NC(=O)NC(=O)COC(=O)Cc1coc2ccc3ccccc3c12,3.3,9.1,-11.7,1.0,3.5,-0.3,2.9,-0.2,6.3
O=C(Nc1ccccc1)c1snc2c(=O)[nH]cnc12,-8.9,16.4,-5.1,3.6,1.5,0.5,-0.1,1.3,4.4
C/C(=N\NC(=O)c1nn(C)cc1Br)c1cccc(NC(=O)C(C)(C)C)c1,53.8,-0.3,-5.8,-1.8,-4.8,-0.1,1.3,0.8,0.1

Additional entries follow.
SMILES	CHOP inh	PPC-1+TRAIL kill	RBBP9 inh	Wee1 degr inh	Ba/F3 V617F tox	zfTRPN1 agonist	TNF necrop inh	TRPML3 agonist	BaF3 tox
COc1ccc(OCC(=O)N2c3ccccc3CCc3ccccc32)cc1	21.1	4.7	-5.4	-2.1	-0.9	0.5	0.9	-0.5	9.2
COC(=O)c1ccccc1NC(=O)Cn1cc2c(n1)CCC(C)C2 (stereo not given)	44.8	10.9	-7.0	5.1	3.3	-0.8	1.3	-0.6	5.9
CCn1cc(C(=O)NCc2ccc3c(c2)OCO3)c(=O)c2cc(S(=O)(=O)N3CCOCC3)ccc21	-9.6	7.0	-2.8	-3.5	-0.6	2.5	-4.1	1.0	4.2
Cc1cc(C)c2c(c1)/C(=N/Nc1ccc(S(N)(=O)=O)cc1[N+](=O)[O-])CCC2	15.7	8.5	-3.7	-3.1	6.7	0.6	-1.4	0.7	6.8
COc1ccc(NC(=O)c2nc3ccccc3s2)cc1	-20.0	36.0[5 µM]	-8.0	-2.2	-2.1	-0.5	-0.5	0.9	2.0
Cc1ccc2nc(NC(=O)c3cccc(-c4cc5ccccc5oc4=O)c3)sc2c1	52.6	-1.8	-9.9	-2.1	1.8	-0.1	-4.3	0.5	1.1
Cc1ccc(NC(=O)CCCCCCCCCCC2COCCO2)c(C)c1 (stereo not given)	65.2	0.8	4.1	-0.3	-6.1	-0.5	1.8	-0.2	2.7
COc1ccccc1N1CCN(C(=O)c2c(-c3ccccc3Cl)noc2C)CC1	10.0	18.6	-0.4	-0.2	5.9	3.1	-6.8	0.3	12.1
COC(=O)c1cc(OC)c(OC)cc1NCC(=O)Nc1cccc(C(F)(F)F)c1	2.3	16.0	0.8	-2.5	-3.4	-2.3	4.5	0.1	0.5
COc1nc(N)c(S(=O)(=O)c2ccc(C)cc2)cc1C#N	-7.5	15.6	1.1	-0.9	-2.9	-0.1	-3.0	1.0	5.6
CCCCOc1ccc(C(=O)N/C(=C/C=C/c2ccccc2)C(=O)NCCO)cc1	7.9	14.1	-1.3	-0.6	0.0	0.6	0.5	0.7	2.7
COc1ccc(CC(=O)NCc2nnc(SCC(=O)Nc3nccs3)n2C)cc1	-0.6	32.3	-5.9	-0.1	0.0	-0.3	1.9	0.9	11.4
